TrxR1 inh: inhibitors of rat thioredoxin reductase 1 | O89049 | recombinant rTrxR1, NADPH fluorescence consumption, selenite substrate | Potency, µM (series often up to 114 µM), for the others: top-dose activity change, negative = inhibition, usual class: inhibitors | 390,000 tested, 1% active; further: on the % scale 0 is the no-effect control and ±100 the full control effect; nearly all actives have a fitted effect of over 65% in size
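Rat TrxR1 (90 nM in the dispensed reagent) was pre-reduced with 400 uM NADPH for 5 min at room temperature, then incubated with compound for 15 min. After 400 uM selenite was added, NADPH fluorescence (Ex 340/Em 450 nm) was followed for 8 min.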
Vif-A3F inh: inhibitors of Vif-A3F interaction; HeLa A3F-eYFP + Vif (tagged APOBEC3F with the HIV-1 protein that degrades it), YFP fluorescence increase; Potency, µM (doses to about 46.1 µM), for inactives: top-dose activity, negative = active; 390,000 tested, 0.2% active; further: % of control where 0% means no effect; nearly all actives have a fitted effect of over 65% in size
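Fluorescence increase (Ex 488/Em 500-530) after overnight compound treatment at 37 deg C flags inhibition of Vif-driven A3F-eYFP loss in stable HeLa A3F-eYFP/Vif cells seeded overnight beforehand.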
ALOX12 inh: ALOX12 (human) lipoxygenase inhibition | P18054 | 580,000 tested, 1.1% active | Potency, µM (top dose mostly 108 µM), for the others: at the top dose activity change, negative = inhibition, actives largely listed as inhibitors | AID 1671190 | purified 12hLO, xylenol orange hydroperoxide absorbance; further: on the % scale 0 is the no-effect control and ±100 the full control effect
Target sequence (P18054 whole entry, looked up): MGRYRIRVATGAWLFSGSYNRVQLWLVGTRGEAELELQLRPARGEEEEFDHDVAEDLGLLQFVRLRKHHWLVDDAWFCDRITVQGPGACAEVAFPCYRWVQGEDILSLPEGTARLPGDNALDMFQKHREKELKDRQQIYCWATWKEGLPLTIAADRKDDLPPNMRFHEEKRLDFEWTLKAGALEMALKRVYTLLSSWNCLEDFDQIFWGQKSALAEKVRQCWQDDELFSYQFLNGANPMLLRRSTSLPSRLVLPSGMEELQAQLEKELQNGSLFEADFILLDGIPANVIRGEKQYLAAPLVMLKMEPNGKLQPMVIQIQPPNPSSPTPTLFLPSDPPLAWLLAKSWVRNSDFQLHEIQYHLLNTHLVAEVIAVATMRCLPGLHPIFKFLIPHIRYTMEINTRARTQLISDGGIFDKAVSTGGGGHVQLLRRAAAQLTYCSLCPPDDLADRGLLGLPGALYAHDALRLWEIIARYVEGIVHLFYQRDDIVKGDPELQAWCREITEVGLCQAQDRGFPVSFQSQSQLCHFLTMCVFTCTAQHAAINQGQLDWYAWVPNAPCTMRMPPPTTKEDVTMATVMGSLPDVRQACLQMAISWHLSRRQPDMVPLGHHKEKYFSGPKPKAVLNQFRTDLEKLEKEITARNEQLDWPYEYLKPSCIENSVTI
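Hydroperoxide product was detected by ferrous iron/xylenol orange as the 573 to 405 nm absorbance ratio. Arachidonic acid at 40 uM (final) was turned over for 30 min at room temperature by 150 nM human 12hLO, pH 7.0 Hepes buffer, after 15 min compound preincubation.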
USP1-UAF1 inh: inhibitors of human USP1/UAF1 deubiquitinase; 390,000 tested, 0.23% active; recombinant USP1/UAF1, Ub-Rhodamine cleavage fluorescence; O94782; Potency, µM (titrated, usually from 57.1 µM), inactives show top-dose activity change, negative = inhibition, actives largely listed as inhibitors; further: on the % scale 0 is the no-effect control and ±100 the full control effect; nearly all actives have a fitted effect of over 60% in size; inactives centre near -12
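1 nM enzyme complex + cpd, 15 min RT; start with Ub-Rho 150nM final; kinetic fluorescence ex 480/em 540, 6 reads q60 s. Buffer 50mM HEPES pH 7.8, 0.5mM EDTA, 0.1 mg/ml BSA, 1mM TCEP, 0.01% Tween-20.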
RXFP1 ag: activates the human relaxin receptor RXFP1; Q9HBX9; HEK293T-RXFP1 cAMP TR-FRET, 30 min; response scale: percent of porcine relaxin response, buffer zero; Potency, µM (top dose mostly 57.5 µM), inactives show at the highest dose activation, actives largely listed as activators; 370,000 tested, 0.3% active; AID 2676; further: on the % scale 0 is the no-effect control and ±100 the full control effect; nearly all actives have a fitted effect of over 60% in size; many of its hits are not listed in these tables
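HEK293 cells stably expressing RXFP1, treated 30 min at 37C with compounds plus PDE4 inhibitor Ro 20174; cAMP measured by HTRF TR-FRET. Normalized to buffer and 29 nM porcine relaxin; EC50 by Hill fit.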
RGS4 inh: inhibitors of human regulator of G protein signaling 4. P49798. Transcreener GDP fluorescence polarization, RGS4-accelerated GTP hydrolysis. Potency, µM (highest dose often 114 µM), without a hit: at the top dose activity change, negative = inhibition, usual class: inhibitors. 390,000 tested, 0.039% active; further: on the % scale 0 is the no-effect control and ±100 the full control effect; nearly all actives have a fitted effect of over 75% in size; some results filed as inactive show a strong effect at the top dose
Target sequence (P49798 whole entry, looked up): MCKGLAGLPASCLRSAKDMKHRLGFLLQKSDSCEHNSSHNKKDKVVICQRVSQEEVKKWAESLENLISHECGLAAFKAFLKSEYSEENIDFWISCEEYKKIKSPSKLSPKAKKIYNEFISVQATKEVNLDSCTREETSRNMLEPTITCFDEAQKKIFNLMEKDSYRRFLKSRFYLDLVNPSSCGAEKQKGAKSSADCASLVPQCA
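MLSMR compounds (23 nl, pin-transferred) preincubated 10 min at room temperature with a 500nM (2x) first reagent, then RGS4 at 900nM (2x) plus Transcreener GDP mix added; fluorescence polarization (620/688 nm) read before and after 90 min at 30 °C.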
TrxR1 substrate: is turned over as a substrate by rat TrxR1. O89049. purified TrxR1 substrate turnover, NADPH consumption readout. Potency, µM (titrated, usually from 114 µM), for inactives: at the top dose activity change, negative = substrate turnover. 390,000 tested, 0.01% active. AID 588456; further: on the % scale 0 is the no-effect control and ±100 the full control effect; nearly all actives have a fitted effect of over 50% in size
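Rat TrxR1, dispensed at 90 nM, was prereduced with 400 uM NADPH (final) for 5 min at ~22 deg C, then incubated with compound 15 min before 400 uM selenite. A first-read NADPH fluorescence drop versus no-compound background flagged substrates.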
Vif-A3G inh: inhibitors of Vif-APOBEC3G interaction; Potency, µM (titrated, usually from 46.1 µM), inactives show at the top dose activity, negative = active, most hits filed as inhibitors; 410,000 tested, 0.076% active; AID 602310; HeLa A3G-eYFP + Vif (tagged APOBEC3G with the HIV-1 protein that degrades it), YFP fluorescence, overnight; Q9HC16;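 further: on the % scale 0 is the no-effect control and ±100 the full control effect; nearly all actives have a fitted effect of over 60% in size; hits raise eYFP signal because A3G escapes Vif-driven loss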
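Read-out is eYFP fluorescence (Ex 488/Em 500-530) from Vif-expressing HeLa A3G-eYFP cells; more signal means A3G escaped Vif-mediated degradation. Cells plated overnight, compound pinned in, incubated overnight at 37 deg C.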
mIDH1 inhibitor: blocks human mutant IDH1 R132H enzyme; IDH1-R132H enzyme, NADPH consumption, diaphorase/resazurin fluorescence; 390,000 tested, 0.093% active; Potency, µM (highest dose often 76.6 µM), for inactives: at the highest dose activity change, negative = inhibition, most hits filed as inhibitors; O75874; further: on the % scale 0 is the no-effect control and ±100 the full control effect; nearly all actives have a fitted effect of over 65% in size
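IDH1-R132H (0.5 ug/mL dispensed) in pH 7.5 Tris buffer was preincubated 30 min with compound, then given a substrate mix of 0.016 mM NADPH and 2 mM alpha-KG for 80 min at room temperature; remaining NADPH was read by diaphorase/resazurin fluorescence.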
Starred values were filed as active, the others as inactive; ? = inconclusive; nt = not tested or not shown; & = joins results of further samples; [ ] = dose if it differs, or a comment. The call rests on the fitted dose curve; in most records, active means well fitted curve in the direction sought with a large enough effect; inconclusive means small, poorly fitted or top-dose-only effect, or another doubt; inactive means no such curve, though single readings can be large; an effect the other way counts as inactive or inconclusive. Potency means the concentration at half of the fitted maximal effect. Some of the compounds tested, so the mix of outcomes need not match the whole.

The line under a structure holds: TrxR1 inh, Vif-A3F inh, ALOX12 inh, USP1-UAF1 inh, RXFP1 ag, RGS4 inh, TrxR1 substrate, Vif-A3G inh, mIDH1 inhibitor
> Cc1cc(NC(=O)CN(c2cccc(C)c2C)S(=O)(=O)c2ccccc2)ccc1Br
    2%, 1%, -15%, -31%, 0.5%, -19%, -6%, -1%, 1%
> CC(OC(=O)c1ccc(O)cc1)C(=O)Nc1ccc(Oc2ccccc2)cc1 (stereo not drawn)
    16%[57.1 µM], ?, -6%, ?, nt, -22%, -1%[57.1 µM], -8%, 5%
> CCOC(=O)c1c(NC(=O)c2cc(-c3ccc(Br)cc3)on2)sc(C)c1C
    -6%, -4%, -5%, -7%, 4.9%, ?, -8%, 8%, -6%
> CCOCCCNC(=O)Cn1ncc2c(=O)oc3ccccc3c21
    3%[57.1 µM], -5%, 16%[57.4 µM], -21%, 24%, -7%, 4%[57.1 µM], -1%, 14%
> COC(=O)c1c(C#N)c(N)nc2c1CCCC2
    6%[57.1 µM], 5%, 13%, -6%, 1.9%, -11%, 116%[activator][57.1 µM], -9%, 10%
> O=[N+]([O-])/C=C1\C=CC=CN1Cc1ccc(Cl)cc1
    -2%, -10%, 0%, -8%, 0.4%, -2%, -3%, 0%, 0%
> COC(=O)c1[nH]c2ccc(C)cc2c1NC(=O)Oc1ccccc1
    6%, -21%, -7%, 7%, 1.6%, 12%, 15%, -3%, 7%
> Cc1cc(C)cc(C(=O)OCC(=O)NCC(F)(F)F)c1
    -15%, 11%, -17%, 5%, 3.0%, -19%, -14%, 1%, 2%
> O=S(=O)(NC1CCCC1)c1ccccc1Br
    2%&-15%, 0%, 2%, -33%, -0.1%, -2%&-12%, -1%&-6%, 1%&0%, 14%
> CCCCOc1ccc(C(C)(O)CCN2CCOCC2)cc1 (stereo not drawn)
    -6%[57.1 µM], -7%, 0%, 1%, 1.0%, 32%, 10%[57.1 µM], 3%, -1%
> O=C(Cc1ccc(S(=O)(=O)N2CCOCC2)s1)NNC(=O)c1ccccc1Cl
    -14%, 1%, 0%, 0%, 0.4%, -7%, -9%, -1%, 10%
> CCn1c(=O)cc(SCC(=O)NCc2ccc(OC)cc2OC)c2ccccc21
    4%, -1%, -18%, -3%, 0.1%, -5%, -5%, -1%, 6%
> Cc1cccc(CSCCNC(=O)CN2C(=O)c3ccccc3S2(=O)=O)c1
    8%[57.1 µM], -37%, ?, 5%, 2.9%, 20%, 3%[57.1 µM], -3%, -8%
> Cc1csc(=O)n1CC(=O)Nc1ccc(Cl)c(Cl)c1
    -14%, -2%, ?, -9%, nt, 17%, -16%, -7%, -17%
> O=C(CSc1n[nH]c(=O)[nH]c1=O)NC1CCCCC1
    12%, -9%, 0%, -19%, -3.5%, 30%, -2%, 1%, -3%

An excerpt from above in order of SMILES length, highest first:
The line under a structure holds: TrxR1 inh, Vif-A3F inh, ALOX12 inh, USP1-UAF1 inh, RXFP1 ag, RGS4 inh, TrxR1 substrate, Vif-A3G inh, mIDH1 inhibitor
> COC(=O)c1[nH]c2ccc(C)cc2c1NC(=O)Oc1ccccc1
    6%, -21%, -7%, 7%, 1.6%, 12%, 15%, -3%, 7%
> Cc1csc(=O)n1CC(=O)Nc1ccc(Cl)c(Cl)c1
    -14%, -2%, ?, -9%, nt, 17%, -16%, -7%, -17%
> COC(=O)c1c(C#N)c(N)nc2c1CCCC2
    6%[57.1 µM], 5%, 13%, -6%, 1.9%, -11%, 116%[activator][57.1 µM], -9%, 10%

The main list resumes with the 5 entries that preceded the break.
The line under a structure holds: TrxR1 inh, Vif-A3F inh, ALOX12 inh, USP1-UAF1 inh, RXFP1 ag, RGS4 inh, TrxR1 substrate, Vif-A3G inh, mIDH1 inhibitor
> O=C(Cc1ccc(S(=O)(=O)N2CCOCC2)s1)NNC(=O)c1ccccc1Cl
    -14%, 1%, 0%, 0%, 0.4%, -7%, -9%, -1%, 10%
> CCn1c(=O)cc(SCC(=O)NCc2ccc(OC)cc2OC)c2ccccc21
    4%, -1%, -18%, -3%, 0.1%, -5%, -5%, -1%, 6%
> Cc1cccc(CSCCNC(=O)CN2C(=O)c3ccccc3S2(=O)=O)c1
    8%[57.1 µM], -37%, ?, 5%, 2.9%, 20%, 3%[57.1 µM], -3%, -8%
> Cc1csc(=O)n1CC(=O)Nc1ccc(Cl)c(Cl)c1
    -14%, -2%, ?, -9%, nt, 17%, -16%, -7%, -17%
> O=C(CSc1n[nH]c(=O)[nH]c1=O)NC1CCCCC1
    12%, -9%, 0%, -19%, -3.5%, 30%, -2%, 1%, -3%
> O=P(c1ccccc1)(c1ccccc1)c1nc(-c2ccccc2)oc1NCc1ccccc1
    -3%, 18%, -8%, -21%, -0.4%, -5%, 6%, -3%, -5%
> CCN(CC)CCN1C(=O)C2C(C(=O)Nc3ccc(Br)cc3)C3C=CC2(O3)C1C(=O)NC1CCCCC1 (stereo not drawn)
    25%, 9%, -1%, -11%, -0.9%, 10%, 5%, 1%, -8%
> CC(=O)Nc1cc([N+](=O)[O-])ccc1OCc1ccccc1
    6%[11.4 µM], 7%, 4%, -16%, nt, -3%, 6%[11.4 µM], 0%, 15%
> CCC1Oc2ccccc2N(CC(=O)NCCCN2CCCCC2C)C1=O (stereo not drawn)
    9%, -5%, -9%, -14%, 0.1%, 11%, 5%, 2%, -7%
> COc1ccc(CS(=O)(=O)CC2(O)CCN(C(=O)c3cccc(C(F)(F)F)c3)CC2)cc1
    29%[57.1 µM], 1%, 1%, -12%, 1.8%, 9%, -13%[57.1 µM], 1%, 2%
> O=C(O)c1cccc2c1C(=O)c1cc([N+](=O)[O-])cc([N+](=O)[O-])c1-2
    nt, -2%, -18%, -9%, nt, nt, nt, 1%, 4%
> COc1cc(C(=O)NC(C(=O)Nc2cccc(C(C)=O)c2)C(C)C)cc(OC)c1OC (stereo not drawn)
    29%, 1%, -9%, -5%, 3.7%, ?, 8%, -2%, 0%
> Cc1cc2c(cc1S(=O)(=O)Nc1cc(C(F)(F)F)cc(C(F)(F)F)c1)OCC(=O)N2
    -13%[57.1 µM], 3%, -28%, -31%, -1.6%, 15%, -15%[57.1 µM], -7%, -27%
> CCO[C@@H]1OC(C(=O)NCc2ccccc2)=C[C@H](c2ccc(C(F)(F)F)cc2)[C@H]1CCCO
    7%[57.1 µM], -14%, -20%, -20%, 0.4%, 18%, -17%, 4%, 8%
> CN(NC1CC(=O)N(c2ccccc2)C1=O)c1ccccc1 (stereo not drawn)
    -14%, 0%, ?, -18%, 0.3%, -29%, -8%, -1%, 10%
> CCCCOC(=O)c1ccc(NC(C)=O)cc1
    -8%, -11%, -9%, -7%, 1.5%, 3%, -1%[57.1 µM], -6%, -3%
> c1ccc(-n2c3ccccc3c3ccccc32)cc1
    -18%, -1%, 259%[activator], ?, 0.0%, -6%, -6%, -1%, 0%
> O=S(=O)(c1ccc(S(=O)(=O)N2CCN(C/C=C/c3ccccc3)CC2)cc1)N1CCCC1
    4%, nt, 0%, -6%, -0.7%, -9%, 4%, -1%, 0%
> COc1ccc(N2CCN(S(=O)(=O)c3ccc(Br)s3)CC2)cc1
    -5%, -2%, ?, -13%, -0.7%, 18%, -8%, 0%, 3%
> COc1ccccc1CNC(=O)C1Cc2cc(S(=O)(=O)N3CCCC3)ccc2N1C(C)=O (stereo not drawn)
    4%, 0%, -4%, -19%, 0.0%, 4%[11.4 µM], 4%, -1%, 0%
> Nc1ccc2ccc(O)cc2c1
    3%, -10%, ?, -16%, nt, -7%, 8%, 1%, 14%
> N#C/C(=C\c1cc(Br)ccc1F)C(=O)NC1CC1
    20µM*, 1%, ?, -28%, 7.6%, -2%, -1%, -10%, -1%
> CCc1ccc(C(=O)NNC(=O)c2ccc(=O)n(C)n2)cc1
    13%, 2%, ?, -13%, 1.5%, 6%, -5%, -6%, 0%
> COc1ccc(-c2cnnc(N/N=C/c3ccc(O)cc3)n2)cc1
    -2%[57.1 µM], -5%, 2%, -8%, 0.1%, -13%, 7%[57.1 µM], -23%, 4%
> C[C@H]1CCC[C@@]2(O[C@@H](CCO)C[C@@H](O)[C@@H]2O)O1
    13%, -1%, 0%, -23%, 4.7%, 7%, 3%, 4%, -13%
> Cc1ccc(C(=O)NC(=S)N(C)Cc2ccccc2)cc1
    -3%, -1%, 1%, -24%, nt, -38%, 0%, -1%, 11%

Bioassay records deposited in PubChem by National Center for Advancing Translational Sciences (NCATS).
